Bioassay records as filed in PubChem.
EPAC1 agonist: EPAC1 (human) agonism | O95398 | EPAC1 agonist qHTS, biochemical assay; response scale: 100% = response to 6.5 mM cAMP | Potency, µM (doses to about 154 µM), without a hit: top-dose activation, hits mostly activators | 360,000 compounds, 0.073% hits; note: potency is the fitted concentration of half-maximal effect; nearly all actives have a fitted effect of over 60% in size
Target sequence (O95398 whole entry, looked up): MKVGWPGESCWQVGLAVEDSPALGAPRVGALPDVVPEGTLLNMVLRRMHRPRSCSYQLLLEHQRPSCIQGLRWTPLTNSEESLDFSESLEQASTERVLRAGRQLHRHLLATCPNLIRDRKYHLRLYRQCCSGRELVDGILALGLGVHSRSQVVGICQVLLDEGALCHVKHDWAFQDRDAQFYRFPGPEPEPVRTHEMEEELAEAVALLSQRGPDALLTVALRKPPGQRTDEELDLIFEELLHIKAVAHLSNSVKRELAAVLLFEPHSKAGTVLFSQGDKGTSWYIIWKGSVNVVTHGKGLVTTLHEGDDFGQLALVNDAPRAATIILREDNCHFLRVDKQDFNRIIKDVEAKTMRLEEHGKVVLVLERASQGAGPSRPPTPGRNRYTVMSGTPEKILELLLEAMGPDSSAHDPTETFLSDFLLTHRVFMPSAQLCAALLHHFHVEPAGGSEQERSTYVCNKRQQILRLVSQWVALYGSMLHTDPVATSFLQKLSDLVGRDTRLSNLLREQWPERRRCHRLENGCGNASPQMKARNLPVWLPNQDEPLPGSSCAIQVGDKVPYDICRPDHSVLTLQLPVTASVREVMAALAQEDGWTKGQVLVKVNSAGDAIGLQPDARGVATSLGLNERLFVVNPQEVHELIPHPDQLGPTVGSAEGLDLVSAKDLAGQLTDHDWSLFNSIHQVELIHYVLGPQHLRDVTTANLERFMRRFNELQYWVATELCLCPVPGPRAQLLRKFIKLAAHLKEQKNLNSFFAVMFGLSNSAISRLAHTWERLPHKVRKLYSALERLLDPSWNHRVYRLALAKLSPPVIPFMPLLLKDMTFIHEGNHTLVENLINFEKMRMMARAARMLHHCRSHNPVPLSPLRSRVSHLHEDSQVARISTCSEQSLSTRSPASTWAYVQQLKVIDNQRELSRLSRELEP
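Normalized to 6.5 mM cAMP, activity reflects EPAC1-catalysed release of BODIPY-GDP from Rap1B, followed kinetically over 30 min at 480 nm excitation, 540 nm emission. Reaction contained 100 nM EPAC1, 250 nM Rap1B-BODIPY-GDP, 50 uM GDP.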
WRN inhibitor: inhibitors of human WRN helicase; WRN helicase unwinding, fluorescent forked duplex, kinetic; Potency, µM (titrated, usually from 114 µM), without a hit: at the top dose activity change, negative = inhibition, usual class: inhibitors; 360,000 compounds, 0.46% hits; Q14191; note: potency is the fitted concentration of half-maximal effect; % is set by controls: 0 for no effect and ±100 for the full control effect; nearly all actives have a fitted effect of over 55% in size
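Enzyme (20 nM final) and test compound sit together 15 min at room temperature before substrate addition. Substrate is a single-forked duplex oligonucleotide (100 nM) labelled with fluorophore and quencher, with 2 mM ATP; helicase unwinding raises red fluorescence, read kinetically.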
PI5P4Ka inh: PI5P4K alpha (human) kinase inhibition; 330,000 compounds, 1.2% hits; P48426; PI5P4Kalpha enzyme, ADP-Glo luminescence, 60 min; hits give low values; max response, %; AID 652105; active = max response of -50% or lower; inconclusive = between -30% and -50%; inactive = -30% or higher; note: value at the top dose of about 77 µM; % is set by controls: 0 for no effect and ±100 for the full control effect
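Quantitative HTS of the MLSMR library against PI5P4Kalpha with substrate. ATP added last at 5 microM final; room temperature, 60 minutes. Remaining ATP depleted, ADP converted and read as luminescence.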
MmCpn inh: M. maripaludis TRiC chaperonin inhibition | purified Mm-Cpn ATPase, ADP Transcreener TR-FRET | Potency, µM (titrated, usually from 76.9 µM), for inactives: at the highest dose activity, negative = inhibition, most hits filed as inhibitors | 330,000 compounds, 0.031% hits | AID 504842; note: potency is the fitted concentration of half-maximal effect; % is set by controls: 0 for no effect and ±100 for the full control effect; nearly all actives have a fitted effect of over 80% in size
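Purified archaeal Mm-CPN (25nM final) preincubated 10 min at 37degC with compound, then 10uM ATP for 30 min at 37degC; ADP measured by HTRF Transcreener TR-FRET; buffer 30 mM TRIS pH 7.4, 100mM KCl, 5mM MgCl2, 1mM DTT.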
PLK1 PBD block: PLK1 (human) polo-box domain binding inhibition. Plk1 PBD binding of FITC phosphopeptide, fluorescence polarization. Potency, µM, for inactives: max response, negative = inhibition, usual class: inhibitors. AID 720504. 360,000 compounds, 2.8% hits; note: potency is the fitted concentration of half-maximal effect; series mostly up to about 57 µM; % is set by controls: 0 for no effect and ±100 for the full control effect; nearly all actives have a fitted effect of over 65% in size
CCT modulator: cytosolic chaperonin activity modulation. purified chaperonin ATPase assay, HTRF ADP detection, 30 min. activity change, % (concentration not given with the values), hits read low. 360,000 compounds, 0.3% hits. AID 651819; in the data active = activity change below about -30%; note: % is set by controls: 0 for no effect and ±100 for the full control effect
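First, chaperonin was dispensed at 40 nM or 20 nM final depending on batch activity. Next, compounds were pinned at 76 uM and ATP added at 10 uM. After 30 min at 37 °C, ADP detection reagents ran 30 min at ambient temperature.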
EPAC2 antagonist: EPAC2 (human) antagonism. 360,000 compounds, 0.18% hits. Q8WZA2. EPAC2 GEF exchange of Rap1B-BODIPY-GDP, fluorescence. AID 720708. Potency, µM (series often up to 114 µM), for the others: top-dose activity, negative = inhibition, usual class: inhibitors; note: potency is the fitted concentration of half-maximal effect; % is set by controls: 0 for no effect and ±100 for the full control effect; nearly all actives have a fitted effect of over 45% in size; many of its hits are not listed in these tables
EPAC1 antag: antagonists of human EPAC1. AID 720709. O95398. 360,000 compounds, 0.14% hits. Potency, µM (doses to about 115 µM), for the others: top-dose activity change, negative = inhibition, most hits filed as inhibitors. EPAC1 GEF assay, Rap1b-BODIPY-GDP exchange fluorescence;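 note: potency is the fitted concentration of half-maximal effect; plate controls were vehicle for no effect and positive control for full effect; nearly all actives have a fitted effect of over 50% in size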
* marks the source's active call; other numbers are inactive results; ? = inconclusive; . = not tested or not shown; [ ] = another dose, or the depositor's remark. Unless noted, calls come from the whole dose curve; as a rule, active = well fitted curve in the direction sought with a large enough effect; inconclusive = small, poorly fitted or top-dose-only effect, or another doubt; inactive = no such curve, though single readings can be large; an effect the other way counts as inactive or inconclusive. Only part of the results is shown; rates above refer to the full screens.

SMILES | EPAC1 agonist | WRN inhibitor | PI5P4Ka inh | MmCpn inh | PLK1 PBD block | CCT modulator | EPAC2 antagonist | EPAC1 antag
CC1(C)CC(=O)C2=C(C1)OC(c1ccncc1)C(C#N)=C2N (stereo not given) | 8% | 4% | -8 | 1% | -12% | -3.4 | -1% | 12%
Cc1ccnc(NC(=O)c2cc3c(=O)oc4ccc(C)cc4c3s2)c1 | 0% | 2% | 4 | 4% | 0% | 0.3 | 11% | -1%
CCCCN(C(=O)CSc1nnc(-c2ccc(OC)cc2)n1CC)c1c(N)n(Cc2ccccc2)c(=O)[nH]c1=O | 17% | -25%[57.1 µM] | -2 | -2% | -17% | -1.4 | 22% | 6%
C=CCN(CC=C)Cc1c(O)ccc2c(=O)c(-c3ccccc3)coc12 | 4% | -3% | 0 | 1% | -25% | -0.5 | -4% | -7%
COc1cccc(CN(C)C(=O)c2cccc(S(=O)(=O)N3CCN(c4ccc(F)cc4)CC3)c2)c1OC | 10% | 2% | -1 | -2% | -5% | -1.3 | -2% | -29%
CSc1nc2ccc(S(=O)(=O)Nc3c(C)n(C)n(-c4ccccc4)c3=O)cc2s1 | 6% | -5% | . | -1% | -15% | -2.0 | -8% | -8%
COc1ccccc1NS(=O)(=O)c1ccc(C(=O)N2CC(C)OC(C)C2)cc1 (stereo not given) | 10% | 2% | 0 | -2% | -10% | -1.6 | 7% | -2%
O=C1c2ccccc2C(c2nnnn2-c2ccc3c(c2)OCCO3)N1Cc1cccnc1 (stereo not given) | 7% | -6% | 5 | . | -1% | 0.0 | 5% | 3%
N#Cc1cc2ccncc2c2ccccc12 | 7% | 10% | -7 | . | -13% | -1.0 | -6% | 1%
O=C(CN1CCOCC1)Nc1ccc2c(c1)OCCO2 | -5% | -6% | 1 | 0% | 0% | -0.6 | -5% | -15%
CCN(CC)c1ccc(NC(=O)C2CC3CCC2C3)cc1 (stereo not given) | 2% | -1% | -7 | 2% | -6% | -1.3 | 8% | -5%
O=C(NCCOc1ccccc1)c1cccc2c1C(=O)c1ccc(Cl)cc1S2(=O)=O | 0% | -8% | 5 | -1% | -7% | -1.7 | -10% | -26%
COc1ccc(CN2CCN(C(=O)C3CCC(CNS(=O)(=O)c4ccccc4)CC3)CC2)c(OC)c1OC (stereo not given) | 7% | -4% | 8 | 0% | -2% | -0.7 | -10% | -7%
O=S(=O)(c1cccs1)N1CCN(CC(O)COC2CCCc3ccccc32)CC1 (stereo not given) | 0% | 2% | 1 | 2% | -1% | -2.4 | 3% | -6%
CCOc1ccc(-c2[nH]ncc2-c2ccc(OC)c(OC)c2)c(O)c1 | 6% | 0% | . | -3% | -3% | 1.2 | -6% | -6%
CC(=O)c1ccc(NC(=O)CCn2c(=O)oc3ccccc32)cc1 | 0% | 8% | . | -1% | -6% | -2.6 | -1% | -1%
COc1ccc(-c2nc3ccccc3c(=O)n2O)cc1 | -10% | -9% | 1 | -1% | 3% | -0.6 | 1% | -4%
C=CCNC(=O)COC(=O)COc1ccc(Cl)cc1 | 2% | 4% | -2 | -2% | 2% | 0.9 | 0% | 7%
CCCOc1cccc(C(=O)NC(=S)Nc2cccc(NC(=O)c3ccccc3Cl)c2)c1 | 13% | ? | 2 | 0% | -10% | 0.2 | -8% | -13%
CC(=O)c1c(C)[nH]c(C(=O)NNC(=O)COc2cc(C)cc(C)c2)c1C | 0% | 0% | 0 | 0% | -1% | 0.1 | 13% | 4%
COC(=O)C[C@H]1c2cc(C(F)(F)F)ccc2S(=O)(=O)N1Cc1ccccc1OC | -13% | -30% | 3 | . | -3% | 0.6 | -29% | -19%
COc1cc2c(=O)n(CCCN3CCOCC3)c(=S)[nH]c2c(OC)c1OC | -9% | 7% | 1 | 0% | ? | -4.6 | 8% | 9%
N/C(Cc1ccc(Cl)cc1Cl)=N\OC(=O)Cc1cccs1 | 9% | -5% | 0 | 1% | -4% | -4.1 | 1% | -12%
COc1cccc(C(C(=O)NC2CCCC2)N(Cc2cccnc2)C(=O)Cc2cccs2)c1 (stereo not given) | 4% | -3% | 0 | 2% | -1% | 0.0 | -8% | -21%
O=C1C2C3C=CC(C3)C2C(=O)N1CCC(=O)N1CCc2ccccc21 (stereo not given) | 4% | -3% | . | 2% | -4% | -5.0 | 2% | 5%
O=C(CCN1CCN(c2ccccc2)CC1)Nc1ccccc1F | -2% | 6% | -3 | -2% | 2% | -3.4 | -1% | -13%
O=C(/C=C/c1ccccc1)NCCc1ccc2c(c1)OCCO2 | 2% | 4% | -6 | 0% | -9% | -3.6 | -1% | ?
CCOC(=O)N1CCN(C(=O)/C(=C/c2ccc(F)cc2)NC(=O)c2ccccc2)CC1 | -7% | -2% | 1 | 0% | 13% | -0.1 | 4% | 1%
CCN(CC)S(=O)(=O)c1ccc(-c2cn3ccccc3n2)cc1 | 8% | 5% | -17 | . | -15% | -4.6 | -4% | -8%
Cc1ccc(N(CC(=O)NCCc2ccccc2)S(=O)(=O)c2c(C)noc2C)cc1 | 0% | -6% | . | -1% | -9% | -1.3 | 0% | 1%

Ordered by the number under PI5P4Ka inh (ascending): three from the list above.
SMILES | PI5P4Ka inh
O=C(/C=C/c1ccccc1)NCCc1ccc2c(c1)OCCO2 | -6
CC(=O)c1c(C)[nH]c(C(=O)NNC(=O)COc2cc(C)cc(C)c2)c1C | 0
O=C1c2ccccc2C(c2nnnn2-c2ccc3c(c2)OCCO3)N1Cc1cccnc1 (stereo not given) | 5

(list continues)
SMILES | EPAC1 agonist | WRN inhibitor | PI5P4Ka inh | MmCpn inh | PLK1 PBD block | CCT modulator | EPAC2 antagonist | EPAC1 antag
Cc1ccc(S(=O)(=O)Cn2nnnc2C(c2ccc(F)cc2)N2CCCCC2)cc1 (stereo not given) | -1% | -4% | . | -1% | 0% | 1.4 | -1% | 13%
COc1cc(OC)nc(NC(=O)COC(=O)c2cccc(Cl)c2)n1 | 18% | 8% | 6 | 1% | -4% | -4.6 | 0% | -13%
COc1ccc(CNC(=O)COC(=O)C2CCN(S(=O)(=O)c3ccccc3C(F)(F)F)CC2)cc1 | -3% | 2% | -2 | 2% | -2% | -3.2 | 2% | 7%
CCCn1c2ccccc2c2cnn(CC(=O)NCCCN3CCCCC3)c(=O)c21 | 0% | 12% | -8 | 0% | 3% | -1.3 | -4% | 4%
CCOC(=O)C1=CN(Cc2cccc(F)c2)S(=O)(=O)NC1c1ccccc1 (stereo not given) | -12% | -7% | -9 | -1% | -5% | 0.5 | 1% | -10%
COc1cc2c(cc1OC)C(C(=O)Nc1ccccn1)C(c1cccnc1)N(C)C2=O (stereo not given) | 0% | -6% | -3 | 1% | -12% | 1.7 | 18% | 3%
CNC(=O)c1ccccc1NC(=O)C1CC(=O)N(c2ccc(OC)cc2)C1 (stereo not given) | -5% | -3% | -2 | -2% | 5% | 0.0 | 2% | -3%
CCOC(=O)C(Cc1ccc(NC(C)=O)cc1)N1C(=O)c2ccccc2C1=O (stereo not given) | -9% | -1% | -2 | 2% | 5% | -3.1 | -4% | 2%
Cn1nnnc1SCC(=O)Nc1ccc(S(=O)(=O)N2CCOCC2)cc1 | 4% | 4% | -11 | -1% | 7% | -4.9 | -2% | -29%
Nc1ccc(S(=O)(=O)Nc2nccs2)cc1N=Nc1ccccc1[N+](=O)[O-] | 12% | 25µM* | -103* | . | 30µM* | -10 | 10µM* | ?
O=C(C1CC1)N1CCCC(c2ccc(Cl)cc2)=N1 | 8% | 1% | 4 | 0% | -5% | 0.4 | ? | -1%
CC(=O)Cc1nsc(NC(=O)c2ccccc2Cl)n1 | 3% | -5% | -10 | -2% | -10% | -0.8 | 2% | -3%
O=C(CCn1c(SCC(=O)NCc2ccco2)nc2ccccc2c1=O)NCCc1ccccc1 | 3% | -9% | 3 | -3% | -5% | -0.4 | 12% | -7%
Cc1c(Cl)cccc1NC(=S)NCC(O)c1ccccc1 (stereo not given) | -5% | 0% | 4 | 0% | -6% | 1.9 | -3% | -27%
Cc1ccc(S(=O)(=O)c2c(N)n(Cc3ccco3)c3nc4ccccc4nc23)cc1C | 25% | -15% | . | ? | -16% | -6.1 | -8% | -16%
CCOC(=O)c1cc(-c2cccs2)nc2c1c(C)nn2-c1ccccn1 | 5% | -34% | -13 | 0% | -4% | -1.3 | -14% | -6%
O=C(NCCc1ccc(Cl)cc1)C1CCN(S(=O)(=O)N2CCCC2)CC1 | 8% | -11% | . | 0% | -6% | -1.2 | -16% | -5%
CC(C)Cc1nnc(NC(=O)CCC(=O)Nc2ccc(Cl)cc2)s1 | 6% | -10% | 0 | 1% | -22% | 1.4 | 2% | -9%
Cc1nc(-c2ccc(S(=O)(=O)N3CCOCC3)cc2)cs1 | 1% | -3% | 3 | -2% | ? | -1.5 | 6% | 7%
Cc1cc(C(=O)CSc2nc(N)cc(=O)[nH]2)c(C)n1CCc1ccc(Cl)cc1 | -16% | 0% | -17 | -3% | -6% | 0.8 | 13% | 14%
C[C@@H]1CN([C@H](C)CO)C(=O)CCCn2nncc2CO[C@@H]1CN(C)S(=O)(=O)c1ccccc1 | -14% | 4% | 3 | . | -12% | -5.2 | 8% | 13%
COc1ccc(-n2c(=O)c3ccccc3n(Cc3ccc(F)cc3)c2=O)cc1OC | 2% | -4% | -2 | 5% | -12% | -1.4 | 1% | -7%
O=C(Cc1ccccc1)Nc1ccc(NC(=O)c2ccco2)cc1 | 0% | 1% | 2 | -3% | -16% | -2.0 | -2% | -5%
Cc1ccc(CNC(=O)COC(=O)C2CCC2)cc1 | -7% | -5% | 6 | 3% | -2% | 2.9 | -5% | -12%
O=C(O)/C=C/c1ccccc1[N+](=O)[O-] | -9% | 4% | -4 | 0% | -2% | -1.3 | 22% | 9%
CC(C)NC(=O)C1(C)CN(S(C)(=O)=O)CC(=O)N1CC(F)(F)F (stereo not given) | 8% | 3% | -1 | . | -3% | . | 6% | 19%
O=C(Nc1ccc(Cl)c(C(F)(F)F)c1)N1CCCC(O)C1 (stereo not given) | 0% | -4% | 10 | -5% | 3% | 0.0 | 2% | 0%

Compound profiles, from the list above:
Results for `Cc1ccc(CNC(=O)COC(=O)C2CCC2)cc1` → EPAC1 agonist: -7%; WRN inhibitor: -5%; PI5P4Ka inh: 6; MmCpn inh: 3%; PLK1 PBD block: -2%; CCT modulator: 2.9; EPAC2 antagonist: -5%; EPAC1 antag: -12%
Results for `O=C(Cc1ccccc1)Nc1ccc(NC(=O)c2ccco2)cc1` → EPAC1 agonist: 0%; WRN inhibitor: 1%; PI5P4Ka inh: 2; MmCpn inh: -3%; PLK1 PBD block: -16%; CCT modulator: -2.0; EPAC2 antagonist: -2%; EPAC1 antag: -5%
